Screening data deposited in PubChem by Sanford-Burnham Center for Chemical Genomics.
UPR XBP1 act: activators of adaptive XBP1 UPR arm, primary screen, cell-based, CHO-XBP1 luciferase reporter, luminescence, uHTS. IRE1-XBP1 UPR activation; percent of tunicamycin response, DMSO as zero. activation, % at 20 µM. 0.33% of 330,000 active. AID 463104, 2010;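 active = versus positive control, 20 µM dose yields 30% or more activation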;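 note: 100% = tunicamycin at 10 µg/mL and 0% = DMSO only wells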
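Material: IRE1-XBP1 luciferase reporter CHO line / Quantity: one thousand reporter cells per well / Buffer or medium: F12 with 10% serum / Compound: 20 µM single concentration, DMSO 1% / Times: 6 h treatment, 37 °C / Detection: Steady-Glo luciferase glow luminescence, 10 min after reagent addition / Benchmarks: tunicamycin high, DMSO low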
tim23-1 inh: growth inhibitors of tim23-1 mutant yeast, primary screen, luminescence, uHTS; AID 463212, 2010; S. cerevisiae tim23-1 growth, BacTiter-Glo luminescence, 24 h; 1.3% of 330,000 active; inhibition, % at 20 µM;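 active = growth inhibition of the mutant yeast at or above 50%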;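 note: temperature-sensitive mutant grown at 25 °C; plate controls were DMSO-treated mutant yeast for no effect and medium wells lacking yeast for full effect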
Mdm2 MdmX PPI: inhibitors of human Mdm2-MdmX association, primary screen, cell-based, luminescence, split luciferase, SaOS-2, uHTS | SaOS-2 split-luciferase Mdm2/MdmX complementation | Protein Mdm4 (Homo sapiens) + E3 ubiquitin-protein ligase Mdm2 (Homo sapiens), … | inhibition, % at 8 µM | 3% of 330,000 active;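 active = inhibition of at least 50% at 8 µM in the primary screen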
Target sequence (O15151 whole entry, looked up): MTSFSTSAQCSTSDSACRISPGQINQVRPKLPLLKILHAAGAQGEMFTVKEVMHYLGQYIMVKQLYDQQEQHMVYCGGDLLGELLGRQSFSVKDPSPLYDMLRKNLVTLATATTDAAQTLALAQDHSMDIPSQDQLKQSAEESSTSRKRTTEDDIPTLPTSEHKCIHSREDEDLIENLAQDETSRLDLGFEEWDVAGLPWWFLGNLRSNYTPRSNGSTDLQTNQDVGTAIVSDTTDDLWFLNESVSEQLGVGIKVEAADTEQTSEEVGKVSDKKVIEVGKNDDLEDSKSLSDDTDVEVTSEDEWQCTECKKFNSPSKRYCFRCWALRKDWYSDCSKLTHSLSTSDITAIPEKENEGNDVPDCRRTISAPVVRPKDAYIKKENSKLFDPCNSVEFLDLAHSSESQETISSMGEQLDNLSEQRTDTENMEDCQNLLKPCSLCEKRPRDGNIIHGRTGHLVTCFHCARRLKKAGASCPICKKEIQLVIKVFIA
Target sequence (Q00987 whole entry, looked up): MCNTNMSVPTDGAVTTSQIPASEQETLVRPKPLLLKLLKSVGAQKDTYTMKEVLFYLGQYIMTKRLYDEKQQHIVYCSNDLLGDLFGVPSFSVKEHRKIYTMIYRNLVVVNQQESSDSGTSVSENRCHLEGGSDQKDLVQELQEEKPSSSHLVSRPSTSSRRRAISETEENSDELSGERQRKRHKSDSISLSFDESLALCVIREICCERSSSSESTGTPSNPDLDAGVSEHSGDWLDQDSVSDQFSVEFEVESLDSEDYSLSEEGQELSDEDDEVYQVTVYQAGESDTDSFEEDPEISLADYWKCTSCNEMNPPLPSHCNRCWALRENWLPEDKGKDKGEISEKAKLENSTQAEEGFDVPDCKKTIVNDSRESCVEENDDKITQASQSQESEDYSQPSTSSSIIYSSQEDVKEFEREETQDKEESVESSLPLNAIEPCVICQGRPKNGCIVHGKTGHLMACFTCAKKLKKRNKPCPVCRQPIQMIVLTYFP
tim10-1 inh: growth inhibitors of tim10-1 mutant yeast, primary screen, luminescence, uHTS; S. cerevisiae tim10-1 ts strain growth, BacTiter-Glo, 24 h; inhibition, % at 20 µM; 2.2% of 330,000 active; AID 463190, 2010;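 active = inhibition of at least 40%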;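 note: mutant grown at 25 °C; 0% = DMSO wells with yeast and 100% = wells holding no yeast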
UPR CHOP act: activators of apoptotic CHOP UPR arm, primary screen, cell-based, CHO-CHOP luciferase reporter, luminescence, uHTS; 0.34% of 330,000 active; activation, % at 10 µM; AID 449763, 2010; UPR activation; percent of tunicamycin response over DMSO baseline;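 active = at 10 µM dose, activation of 40% or more, normalized to positive control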;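 note: 100% = tunicamycin at 10 µg/mL and 0% = DMSO alone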
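Test system: CHO-CHOP cells, stable luciferase reporter of PERK-eIF2a-CHOP signalling | Quantity: 500 CHO-CHOP cells per well | Buffer or medium: F12 plus 10% serum | Compound dosing: 10 µM single point, 0.5% DMSO | Schedule: 6 h compound treatment, 37 °C | Signal: Luciferase luminescence | Control set: Tunicamycin high control, DMSO low control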
TIM10 inh: growth inhibitors of isogenic TIM10 control yeast, primary screen, counter-screen for tim10-1 yeast inhibitor project, luminescence, uHTS; S. cerevisiae TIM10 strain growth, BacTiter-Glo luminescence, 24 h; inhibition, % at 10 µM; 1.4% of 330,000 active; AID 463195, 2010;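 active = inhibition of 40% or more at the single tested concentration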;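 note: wild-type TIM10 isogenic control strain grown at permissive 25 °C; 0% = DMSO yeast wells and 100% = minimal medium wells without yeast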
Jurkat NFkB inh: inhibitors of induced NF-kB luciferase reporter, primary screen, TCR NF-kB activation inhibitor project, cell-based, luminescence, uHTS; Jurkat, PMA/ionomycin-induced NF-kB luciferase reporter; 0.53% of 330,000 active; inhibition, % at 4 µM; in the data active = inhibition above about 50%
697 NFkB inh: inhibitors of PMA/ionomycin-induced NF-kB reporter, 697 cells, primary screen, B-cell NF-kB inhibitor project, cell-based, luminescence, uHTS. 697 B-cell NF-kB luciferase reporter, 16 h. inhibition, % at 4 µM. 0.33% of 330,000 active. AID 435022, 2010; in the data active = inhibition above about 35%
An asterisk follows results filed as active. Random draw from the library; any-hit rate near 6.6%.

SMILES	UPR XBP1 act	tim23-1 inh	Mdm2 MdmX PPI	tim10-1 inh	UPR CHOP act	TIM10 inh	Jurkat NFkB inh	697 NFkB inh
CC(C)C(C(=O)Nc1ccc(N2CCOCC2)cc1)N1C(=O)c2ccccc2C1=O (stereo unspecified)	1	11	-6	14	-2.8	11	4	-13
CCOc1ccc(C(=O)COC(=O)CC)cc1	5	-8	10	-15	4.5	-5	4	13
CC(C)CNS(=O)(=O)c1ccc(CCC(=O)N2CCN(Cc3ccccc3)CC2)cc1	2	9	-3	21	0.7	12	-3	-26
O=C1c2ccccc2/C(=C\c2ccc3[nH]ccc3c2)N1c1ccccc1	14	63*	12	35	4.3	34	17	-53
Cc1ccc(OCC(=O)NCCNC(=O)c2ccco2)cc1C	3	3	-1	0	-0.4	-14	-3	7
Brc1ccc(CN2CC[C@H]3C=CCc4cccc(c43)C2)cc1	0	25	3	2	-2.2	11	-11	6
CCC(Cc1ccccc1)NS(=O)(=O)c1ccc2c(c1)NC(=O)CS2 (stereo unspecified)	-5	19	9	9	-0.3	-9	-15	-19
COc1cccc(C(=O)NNC(=O)c2ccccc2-n2cccc2)c1	1	11	-7	1	-1.2	0	-9	2
O=C(O)CCCC(=O)Nc1nc(-c2ccc(F)cc2)cs1	-5	-3	-14	7	0.1	-6	8	5
Cn1c(=O)c(C(=O)NCc2ccc(Cl)cc2)c(O)c2ccccc21	-2	-9	16	-21	-1.4	-4	3	8
O=C(COC(=O)Cc1ccccc1F)Nc1ccc(F)cc1F	-1	13	-12	10	1.0	11	2	11
O=C(Nc1ccccc1Cl)c1ccc2nsnc2c1	-1	14	-50	11	1.7	7	-72	-43
CN1/C(=C\C(=O)COC(=O)c2ccc(O)c(O)c2)C(C)(C)c2ccccc21	41*	-10	30	22	96*	17	21	-24
CC(=O)c1c(C)[nH]c(C(=O)NCCc2ccccc2)c1C	-1	0	-52	-3	2.8	9	-112	-100
COC(=O)c1ccc(C(=O)NC(=S)Nc2nc3c(s2)CC(C)CC3)cc1 (stereo unspecified)	0	-17	-37	9	0.4	-13	-25	-88
Cc1ccc(C(=O)Nc2cccnc2)cc1S(=O)(=O)N1CCCCC1	6	14	-7	5	0.2	2	7	16
O=C(O)CCCCCNc1nc(-c2ccccc2)nc2ccccc12	0	-2	10	-4	-1.0	-3	5	5
Fc1ccc(Cn2nnnc2CN2CCc3ccccc3C2)cc1	-2	37	30	23	-1.3	5	-6	2
COc1ccc(CCCc2nnc(SCc3nc4ccccc4c(=O)[nH]3)n2C)c(C)c1	-3	21	-1	9	-0.3	-10	1	11
Cc1ccc(CNC(=O)[C@@H](NC(=O)C2CCN(C(=O)[C@@H]3CCCN3)CC2)C(C)C)cc1	0	5	12	-10	-0.4	0	3	-1
COc1cc(NC(=O)C2CCCN(S(=O)(=O)c3ccc4c(c3)CCCN4C(C)=O)C2)cc(OC)c1 (stereo unspecified)	-6	-7	23	4	-1.4	16	-8	0
Cc1[nH]c(=O)[nH]c(=O)c1S(=O)(=O)N(C)Cc1ccccc1	-1	-3	-13	-5	-1.0	-6	4	12
CCC(C)(C)NC(=O)C(c1ccc(C)cc1)N(Cc1ccco1)C(=O)CCC(=O)Nc1nccs1 (stereo unspecified)	-2	8	-1	19	-0.3	11	2	5
O=C(c1ccccc1C(=O)N(c1ccccc1)c1ccccc1)N1CCCCC1	-2	30	-14	24	-1.6	4	-8	6
Cc1cccc(CCNC(=O)CC2C(=O)NCCN2Cc2ccc(F)c(F)c2)n1 (stereo unspecified)	-1	3	-8	11	0.9	9	1	9
O=C(Oc1ccc2ccc(OC(=O)N3CCOCC3)cc2c1)N1CCOCC1	-5	0	4	2	1.4	-3	-19	8
CCCCC(=O)NC(c1ccccc1Cl)c1ccc2cccnc2c1O (stereo unspecified)	-2	53*	80*	-2	-0.3	-47	41	-26
Cc1cc(C)n2nc(C(=O)OCC(=O)NNC(=O)c3ccccc3)nc2n1	-1	6	18	-3	-0.2	10	-4	-3
CCOC(=O)CCC(=O)Nc1ncnc2c1C(c1ccccc1)c1c(ccc3ccccc13)O2 (stereo unspecified)	-2	43	31	11	1.2	11	-21	-25
C=CCOn1c(=O)c(-c2ccc(Br)cc2)[n+]([O-])c2ccccc21	-4	15	3	5	1.4	13	-4	6
COc1ccc(N2C(=NC(=O)C3CC3)SC3CS(=O)(=O)CC32)cc1Cl (stereo unspecified)	-1	4	16	18	1.7	-8	9	6
CC(=O)Oc1ccc([N+](=O)[O-])cc1N1C(=O)c2ccccc2C1=O	2	13	7	-7	1.1	18	-3	0
c1ccc(-c2cc(N3CCOCC3)nc3ccccc23)cc1	1	29	-3	19	-1.0	18	-3	-1
Cc1cc(/C=C2/SC(=O)NC2=O)c(C)n1-c1ccc(N2CCOCC2)cc1	-2	4	8	13	0.7	8	-3	-37
O=C(COC(=O)c1ccc2ccccc2c1O)NCC(F)(F)F	4	7	8	-11	3.2	-19	-8	-20
Cc1c(/C(O)=C2\C(=O)C(=O)N(CCN(C)C)C2c2ccco2)cnn1-c1ccccc1 (stereo unspecified)	-1	4	10	10	-4.4	4	-10	-7
CC(=O)c1cccc(NC(=O)CC(C)n2ccnc2)c1 (stereo unspecified)	2	-7	3	-7	3.3	-1	-3	-1
CCCCCCCCc1nc(=S)[nH][nH]1	-3	39	7	24	3.3	14	1	-5
S=C(NC1CCCCCC1)NC1CCCC1	0	9	2	26	0.4	0	-15	3
COc1ccc(C2=NN(c3ccccc3)C(c3cn(CCC(=O)O)nc3-c3ccccc3)C2)cc1 (stereo unspecified)	-1	19	18	19	2.7	27	2	-7
CC(C)CN(C(=O)CSc1nn(-c2ccc(Cl)cc2)c(=S)s1)C1CCS(=O)(=O)C1 (stereo unspecified)	0	-7	4	22	0.5	21	-9	4
Cc1ccc2nc(-c3cccnc3)cc(C(=O)N3CCN(c4ccc([N+](=O)[O-])cc4)CC3)c2c1	-5	6	34	16	-1.2	23	24	-7
O=C(CN1C(=O)c2ccccc2S1(=O)=O)c1ccc2c(c1)OCCCO2	-11	30	95*	14	-11	2	96*	94*
C/C=C/C=N/Nc1nc(-c2ccc([N+](=O)[O-])cc2)cs1	2	10	-15	22	0.3	-9	-20	-45
CCCOc1ccc(N2C(=O)CC(N(Cc3ccco3)C(=O)CCC(=O)O)C2=O)cc1 (stereo unspecified)	-2	13	-25	-8	2.0	-2	1	14
CCCCCC(=O)Nc1cc(S(=O)(=O)N2CCOCC2)ccc1Oc1ccc(OCC)cc1	-3	17	21	12	-1.3	7	15	-11
Cc1cc(N2CCC(C(=O)N3CCN(c4cccc(C)c4C)CC3)CC2)n2ncnc2n1	-3	20	15	24	0.3	14	23	-32
Cc1ccc2cn[nH]c2c1NC(=S)NC(=O)c1ccccc1	-1	21	18	33	0.4	9	4	12
CCCOc1ccc(Cc2nn[nH]n2)cc1	-1	6	-62	14	-2.3	-12	-11	16
COc1cc2c(cc1NC(=O)CN1C(=O)NC3(CCc4ccccc43)C1=O)oc1ccccc12 (stereo unspecified)	10	30	69*	32	13	39	6	10
Cn1c(OCc2cccnc2)nc2c1c(=O)n(Cc1ccc(Cl)cc1)c(=O)n2C	-3	33	25	28	-0.1	15	27	-9
O=C(NCC1CCCO1)c1onc(CSc2cccc(Cl)c2)c1C(=O)O (stereo unspecified)	-3	-13	9	-10	-2.0	6	-7	17
CCOC(=O)[C@H]1[C@H]2COc3ccc(C)cc3[C@@H]2N2C(=O)CN(CC3CCCO3)C(=O)[C@@]12C (stereo partly specified)	-1	-7	10	4	-1.5	2	12	19
Cn1c(C(=O)N2CCN(Cc3ccc4c(c3)OCO4)CC2)cc2sccc21	-1	26	14	33	-0.6	0	-17	3
CCOC(=O)c1oc2ccc(S(=O)(=O)Nc3ccc4c(c3)n(C)c(=O)n4C)cc2c1C	-3	1	6	13	4.8	-2	13	-34
CC1CN(c2oc(-c3ccco3)nc2S(=O)(=O)c2ccccc2)CC(C)O1 (stereo unspecified)	0	28	11	30	0.7	-3	-3	15
O=C(CC(c1ccco1)C1CCCCC1=O)c1ccccc1 (stereo unspecified)	-3	35	1	31	-0.3	33	-1	2
CC(C)Cn1nc(NC(=O)c2cccs2)c2cc3ccccc3nc21	3	50	0	14	0.9	12	-13	-15
CS(=O)(=O)N(CCc1ccccc1)CC(=O)Nc1ccc2c(c1)OCO2	0	3	17	14	0.0	16	7	-15
COCc1c(C(=O)OCC(=O)Nc2ccc(OC(F)F)cc2)oc2ccccc12	-3	11	19	-23	0.0	-24	5	21

The listing continues:
SMILES	UPR XBP1 act	tim23-1 inh	Mdm2 MdmX PPI	tim10-1 inh	UPR CHOP act	TIM10 inh	Jurkat NFkB inh	697 NFkB inh
CC(C)CN(C)C(=O)CC1C(=O)NCCN1C (stereo unspecified)	-1	5	3	-1	1.2	5	6	13
C=CCn1c(SCc2nc3scc(-c4ccccc4)c3c(=O)[nH]2)nnc1-c1ccccc1F	0	21	9	20	-1.3	12	14	11
O=S(=O)(NCC1CCCO1)c1ccccc1 (stereo unspecified)	-1	13	11	15	2.3	-4	-7	-5
O=C(CSc1nnc(-c2cccs2)n1Cc1ccco1)Nc1ccc2c(c1)OCO2	4	3	4	3	-3.1	10	6	7
O=C(NCCCN1CCOCC1)c1ccc(S(=O)(=O)Nc2ccccc2F)cc1	-1	3	-1	15	-0.7	-3	-8	-10
O=C(COC(=O)c1cnccn1)c1ccc(Br)cc1	-1	-27	-18	3	-2.3	4	-12	3
COc1ccc(C(C(=O)NC(C)(C)C)N(CCO)C(=O)CCC(=O)Nc2cc(C)on2)cc1 (stereo unspecified)	-7	2	10	-5	0.6	-3	-2	12
CN(C(=O)c1cc2c(s1)-c1ccccc1S(=O)(=O)C2)c1ccccc1	6	15	-19	-10	-0.9	-34	-29	-24
O=C(c1ccco1)N1CCN(c2nc(C3CC3)nc3sc4c(c23)CCCC4)CC1	1	23	9	24	3.3	16	16	-43
NC(=O)c1c(NC(=O)C2CCCO2)sc2c1CCCCC2 (stereo unspecified)	-1	4	-18	7	4.7	14	1	1
CCOc1ccc(/C=N/Nc2nc(N3CCCC3)nc(N3CCCC3)n2)cc1OC	-3	33	13	24	0.6	26	8	-10

No new results follow: seven of the compounds above.
SMILES	UPR XBP1 act	tim23-1 inh	Mdm2 MdmX PPI	tim10-1 inh	UPR CHOP act	TIM10 inh	Jurkat NFkB inh	697 NFkB inh
O=C(NCCCN1CCOCC1)c1ccc(S(=O)(=O)Nc2ccccc2F)cc1	-1	3	-1	15	-0.7	-3	-8	-10
O=C(COC(=O)c1cnccn1)c1ccc(Br)cc1	-1	-27	-18	3	-2.3	4	-12	3
COc1ccc(C(C(=O)NC(C)(C)C)N(CCO)C(=O)CCC(=O)Nc2cc(C)on2)cc1 (stereo unspecified)	-7	2	10	-5	0.6	-3	-2	12
CN(C(=O)c1cc2c(s1)-c1ccccc1S(=O)(=O)C2)c1ccccc1	6	15	-19	-10	-0.9	-34	-29	-24
O=C(c1ccco1)N1CCN(c2nc(C3CC3)nc3sc4c(c23)CCCC4)CC1	1	23	9	24	3.3	16	16	-43
NC(=O)c1c(NC(=O)C2CCCO2)sc2c1CCCCC2 (stereo unspecified)	-1	4	-18	7	4.7	14	1	1
CCOc1ccc(/C=N/Nc2nc(N3CCCC3)nc(N3CCCC3)n2)cc1OC	-3	33	13	24	0.6	26	8	-10
